Tb PGK inh: inhibitors of T. brucei phosphoglycerate kinase | P07378 | PGK/GAPDH coupled, Kinase-Glo luminescence, 60 min | Potency, µM (titrated, usually from 57.5 µM), for the others: at the top dose activity change, negative = inhibition, usual class: inhibitors | 380,000 tested, 0.043% active | AID 602233; note: potency is the fitted concentration of half-maximal effect; % is set by controls: 0 for no effect and ±100 for the full control effect; nearly all actives have a fitted effect of over 60% in size
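Luminescent ATP detection (Kinase-Glo Plus) follows a 60-minute room-temperature incubation, with wells lacking PGK as controls. Buffer: 100 mM TEA (pH 7.6), 5 mM MgCl2, 0.01% Tween-20. Coupling enzyme GAPDH (100 nM final) supplies unstable 1,3-BPG in-well.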
POLB inh: inhibitors of human DNA polymerase beta; Potency, µM (series often up to 114 µM), inactives show top-dose activity change, negative = inhibition, usual class: inhibitors; 340,000 tested, 1.3% active; AID 485314; Pol beta primer extension/strand displacement, fluorescence kinetic; P06746; note: potency is the fitted concentration of half-maximal effect; % is set by controls: 0 for no effect and ±100 for the full control effect
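Pol beta (10 nM) was preincubated with compound for 15 min at room temperature. The reaction was then started with 50 nM substrate and read immediately and after a further 10 min at room temperature.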
BLM helicase inh: inhibitors of human Bloom syndrome helicase BLM; P54132; recombinant BLM DNA unwinding, fluorescence dequenching; Potency, µM (doses to about 56.1 µM), for inactives: at the highest dose activity change, negative = inhibition, most hits filed as inhibitors; 350,000 tested, 0.2% active;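 note: potency is the fitted concentration of half-maximal effect; plate controls were vehicle for no effect and no enzyme for full effect; nearly all actives have a fitted effect of over 35% in size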
POLH inh: DNA polymerase eta (human) inhibition. 390,000 tested, 1.2% active. recombinant Pol eta, fluorescent DNA replication assay. Potency, µM (doses to about 114 µM), inactives show at the top dose activity change, negative = inhibition, usual class: inhibitors; note: potency is the fitted concentration of half-maximal effect; % is set by controls: 0 for no effect and ±100 for the full control effect
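Pol eta at 10 nM preincubated with compounds 15 min at room temperature; reaction started with fluorescent substrate (50 nM final) and read kinetically at 0 and 10 min.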
Anesthetic bind: binds horse apoferritin like a general anesthetic. P02791. 350,000 tested, 0.074% active. AID 485281. apoferritin/1-aminoanthracene competitive binding, fluorescence. Potency, µM (series often up to 77.5 µM), for the others: at the top dose activity change, negative = displacement, hits mostly inhibitors; note: potency is the fitted concentration of half-maximal effect; % is set by controls: 0 for no effect and ±100 for the full control effect; nearly all actives have a fitted effect of over 20% in size
Target sequence (P02791 2-175 limits assumed): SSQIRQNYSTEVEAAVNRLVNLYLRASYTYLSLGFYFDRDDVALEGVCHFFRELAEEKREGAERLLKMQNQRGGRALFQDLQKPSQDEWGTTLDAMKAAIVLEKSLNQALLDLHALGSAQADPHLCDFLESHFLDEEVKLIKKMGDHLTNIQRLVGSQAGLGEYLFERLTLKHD
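Horse-spleen apoferritin (10 uM) was mixed with 50% saturated 1-aminoanthracene in PBS, exposed to compounds for 10 min at room temperature, and read for fluorescence (ex 380 nm, em 535 nm). Competitive displacement was fitted with a four-parameter Hill equation.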
POLK inh: inhibitors of human DNA polymerase kappa; purified Pol kappa, fluorescent DNA synthesis assay, 10 min; Q9UBT6; Potency, µM (series often up to 107 µM), inactives show at the highest dose activity, negative = inhibition, actives largely listed as inhibitors; 400,000 tested, 0.53% active; note: potency is the fitted concentration of half-maximal effect; % is set by controls: 0 for no effect and ±100 for the full control effect
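First, compounds were pin-transferred onto 10 nM Pol kappa. After 15 min at room temperature, substrate was added to 50 nM final. Fluorescence was then measured kinetically at 0 and 10 min.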
APEX1 inh: blocks human APE1 abasic DNA cleavage | recombinant APE1, TAMRA/BHQ-2 abasic DNA cleavage fluorescence | Potency, µM (titrated, usually from 65.8 µM), inactives show at the top dose activity change, negative = inhibition, actives largely listed as inhibitors | 350,000 tested, 0.35% active;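 note: potency is the fitted concentration of half-maximal effect; plate controls were vehicle for no effect and reference inhibitor for full effect; nearly all actives have a fitted effect of over 55% in size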
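Quantitative HTS: incision of a TAMRA/BHQ-2 double-stranded substrate bearing a tetrahydrofuran abasic site by 0.75 nM APE1 raises fluorescence. Substrate 50 nM final, added after 15 min compound preincubation at room temperature; progress as third-minus-first kinetic read difference.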
RXFP1 antagonist: antagonists of human relaxin receptor RXFP1; Q9HBX9; HEK293-RXFP1, relaxin-stimulated cAMP HTRF, 30 min; active compounds read low; activity change, negative = inhibition, % at 57.5 µM; 350,000 tested, 0.59% active; AID 1259400;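 active = activity change of -60% or lower, but not beyond a set lower limit; inconclusive = change between -60% and -40%, or beyond the set limit; inactive = change above -40%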; note: % is set by controls: 0 for no effect and ±100 for the full control effect
POLI inh: DNA polymerase iota (human) inhibition. Q9UNA4. Pol iota fluorescent replication assay, 10 min. Potency, µM (series often up to 115 µM), without a hit: at the top dose activity, negative = inhibition, actives largely listed as inhibitors. 390,000 tested, 1% active; note: potency is the fitted concentration of half-maximal effect
Target sequence (Q9UNA4 whole entry, looked up): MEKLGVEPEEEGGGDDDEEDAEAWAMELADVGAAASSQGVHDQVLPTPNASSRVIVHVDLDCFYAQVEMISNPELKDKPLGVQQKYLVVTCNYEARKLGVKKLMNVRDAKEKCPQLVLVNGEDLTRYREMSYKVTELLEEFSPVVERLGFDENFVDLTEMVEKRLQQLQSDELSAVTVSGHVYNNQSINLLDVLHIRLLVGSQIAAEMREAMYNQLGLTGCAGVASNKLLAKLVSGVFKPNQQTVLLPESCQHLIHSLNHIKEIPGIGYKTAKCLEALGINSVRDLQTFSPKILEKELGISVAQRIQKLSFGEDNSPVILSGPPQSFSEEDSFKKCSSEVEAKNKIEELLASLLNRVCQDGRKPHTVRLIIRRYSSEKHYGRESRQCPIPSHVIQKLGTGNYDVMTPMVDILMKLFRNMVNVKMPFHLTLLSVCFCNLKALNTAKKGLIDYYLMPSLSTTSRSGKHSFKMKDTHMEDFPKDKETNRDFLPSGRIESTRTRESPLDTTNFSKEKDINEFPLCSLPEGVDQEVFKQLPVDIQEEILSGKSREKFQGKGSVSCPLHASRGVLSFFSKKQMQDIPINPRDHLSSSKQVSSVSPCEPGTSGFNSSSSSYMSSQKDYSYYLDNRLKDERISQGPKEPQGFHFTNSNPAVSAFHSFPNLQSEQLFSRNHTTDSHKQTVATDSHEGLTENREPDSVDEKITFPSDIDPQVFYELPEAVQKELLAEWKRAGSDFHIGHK
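Pol iota at 10 nM preincubated 15 min with compounds at room temperature; reaction started with fluorescent substrate, 50 nM final. Fluorescence read kinetically at 0 and 10 min; buffer-only wells as negative control.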
* hit, by the source's call; i = inactive; u = inconclusive; x = no result given; [ ] = another dose, or the depositor's remark. Unless noted, calls come from the whole dose curve; as a rule, active = well fitted curve in the direction sought with a large enough effect; inconclusive = small, poorly fitted or top-dose-only effect, or another doubt; inactive = no such curve, though single readings can be large; an effect the other way counts as inactive or inconclusive. Some of the compounds tested. The share of hits here may be higher or lower than overall.

#	Structure	Tb PGK inh	POLB inh	BLM helicase inh	POLH inh	Anesthetic bind
1	COc1cccc(N2CCN(C(=O)Cn3c(=O)oc4ccccc43)CC2)c1	2%	2%	-3%	-1%	0%
2	COc1ccc(C(=O)C2CCN(C(=S)NCC3CCCO3)CC2)cc1 (stereo not given)	-2%	1%	-2%	-4%	-7%
3	CC(C)(C)C(=O)N1CCCC1C(=O)O (stereo not given)	-13%	21%	-2%	-5%	-10%
4	O=C(Cc1ccc2c(c1)OCCO2)N1CCN(c2ccccc2)CC1	-2%	30%	-3%	-17%	-3%
5	COc1ccccc1NC(=O)CC(=O)c1ccccc1	i	40%	-3%	-4%	3%
6	CCN(CC)S(=O)(=O)c1ccc(Oc2ccccc2OC)cc1	-5%	-8%	-10%	-21%	-8%
7	OC(CNCCc1ccccc1)c1ccccc1 (stereo not given)	x	-7%	0%	-11%	-12%
8	Cc1csc(SCC(=O)NC(=O)C2CCCCC2)n1	i	37%	-2%	-3%	-18%
9	COc1ccc(Cc2noc(-c3ccccc3)n2)cc1OC	i	-16%	-13%	-16%	-6%
10	Cc1ccc(S(=O)(=O)N(CC(=O)N2CCC(C)CC2)c2cccc(C)c2)cc1	i	4%	-7%	-11%	-15%
11	Cc1ccc(C(=O)NNC(=O)c2ccncc2)cc1S(=O)(=O)N1CCCCC1	-7%	x	x	-1%	x
12	O=C1[C@@H]2[C@@H]3C[C@@H]([C@H]4ON=C(c5ccc(Cl)cc5Cl)[C@@H]34)[C@@H]2C(=O)N1C1CCCCC1	i	-10%	-9%	-4%	-4%

#	POLK inh	APEX1 inh	RXFP1 antagonist	POLI inh
1	-21%	8%	-1	142%[activator]
2	-6%	-6%	2	32%[activator]
3	0%	-5%	5	6%
4	3%	-3%	-7	87%[activator]
5	0%	-9%	4	18%
6	-9%	-4%	-4	-16%
7	9%	-4%	-8	15%
8	4%	-2%	0	-16%
9	0%	5%	6	11%
10	1%	0%	-9	11%
11	-4%	9%	-7	17%
12	-10%	-6%	-2	6%

(further entries)
#	Structure	Tb PGK inh	POLB inh	BLM helicase inh	POLH inh	Anesthetic bind
13	COc1ccc(CCNC(=O)CCCn2c(=O)[nH]c3cc(OC)c(OC)cc3c2=O)cc1OC	-7%	-21%	-1%	-8%	2%
14	CC1(C)CC(Nc2ccc(C(F)(F)F)cc2[N+](=O)[O-])CC(C)(C)N1	-4%	0%	1%	-8%	-23%
15	CCc1ccc(C(=O)NNC(=O)c2ccc(OCC(=O)N3CCOCC3)c(OC)c2)cc1	-3%	x	x	-4%	x
16	NS(=O)(=O)c1cccc(NC(=O)COC(=O)CCC(=O)c2cccs2)c1	-9%	x	x	-1%	x
17	O=C(Cc1ccc(-n2cccc2)cc1)NCc1cccs1	-2%	45µM*	-4%	u	0%
18	Cc1ccc(N2N=C(c3ccc(Br)cc3)CCC2=O)cc1	i	-23%	-11%	-8%	u
19	Cc1ccc(CNC(=O)CS(=O)CC(=O)O)cc1 (stereo not given)	5%	-3%	-1%	4%	-10%
20	O=C(NC1CCCCCCC1)c1ccc2c(c1)N(Cc1ccc(F)cc1)C(=O)CS2=O (stereo not given)	1%	3%	-5%	-8%	u
21	COc1ccc(N(Cc2cc3cccc(C)c3[nH]c2=O)S(=O)(=O)c2ccc(OC)cc2)cc1	-5%	18%	-4%	-26%	-6%
22	Cc1ccc(S(=O)(=O)CCc2nnc(NC(=O)c3ccco3)s2)cc1	-9%	u	-2%	-17%	-4%
23	CCc1ccc(S(=O)(=O)NCc2csc(-c3ccccc3)n2)s1	0%	1%	-12%	-21%	-14%
24	CCN(CC)c1ccc(/C=N/NC(=S)NC)c(O)c1	8%	-1%	0%	-16%	-4%

#	POLK inh	APEX1 inh	RXFP1 antagonist	POLI inh
13	-1%	5%	-12	8%
14	-5%	8%	-11	-24%
15	-2%	12%	-2	21%
16	-2%	-5%	9	-14%
17	-19%	u	-2	-29%
18	-3%	0%	-34	17%
19	-6%	3%	-4	19%
20	-12%	-2%	6	-9%
21	-7%	41%	2	14%
22	6%	2%	8	22%
23	-4%	-4%	-10	-10%
24	4%	1%	0	24%

Later entries:
#	Structure	Tb PGK inh	POLB inh	BLM helicase inh	POLH inh	Anesthetic bind
25	COC(=O)c1ccc(NC(=O)Cn2nc(C)cc2C)cc1	-4%	-27%	-6%	-2%	-5%
26	CC12CC3(C)CC(C)(C1)CC(C(=O)NCCc1ccc(S(N)(=O)=O)cc1)(C2)C3	-11%	-12%	-5%	-19%	-13%
27	O=C1CCc2cc(S(=O)(=O)N3CCC(C(=O)NCc4ccccc4Cl)CC3)ccc2N1	-9%	3%	-1%	-18%	-13%
28	C#CCCCc1nc2ccccc2c(=O)n1N	-7%	55%	1%	-2%	-2%
29	O=C(O)c1ccc(Oc2c(C(F)(F)F)oc3cc(O)ccc3c2=O)cc1	-1%	24%	-1%	-20%	-8%
30	CCn1cc(C(=O)N2CCCC(N3CCN(c4cccc(C(F)(F)F)c4)CC3)C2)cn1 (stereo not given)	-3%	26%	1%	1%	-14%
31	COc1ccc2oc(=O)c(-c3nc4ccc(C)cc4[nH]3)cc2c1	i	-19%	-2%	-11%	36%[activator]
32	COC(=O)[C@]1(Cc2ccccc2)N[C@H](CN(C)S(=O)(=O)c2ccc(C(C)(C)C)cc2)[C@@H]2C(=O)N(Cc3ccccc3)C(=O)[C@@H]21	-6%	x	x	-8%	x
33	CCCN1CCN(C(=O)c2cc3c(s2)-c2ccccc2S(=O)(=O)C3)CC1	x	25%	4%	x	0%
34	CCN(CC)c1ccc(/C=N/O)cc1	-3%	-18%	-1%	4%	u
35	COc1ccc(-c2noc(CCC(=O)Nc3ccccc3Cl)n2)cc1OC	2%	-4%	-2%	-6%	-10%
36	CN(c1ccc(C(=O)Nc2ccccc2C(=O)N2CCOCC2)cc1)S(C)(=O)=O	2%	10%	-1%	-13%	-8%

#	POLK inh	APEX1 inh	RXFP1 antagonist	POLI inh
25	-11%	3%	0	-7%
26	0%	49%[activator]	-16	137%[activator]
27	7%	4%	x	17%
28	0%	17%	3	70%[activator]
29	-8%	13%	-2	-6%
30	10%	65%[activator]	-2	17%
31	-3%[60.1 µM]	x	-5	18%
32	9%	-17%	x	9%
33	x	-2%	x	x
34	-5%	5%	-1	-4%
35	7%	x	-7	u
36	-13%	3%	2	9%

A different layout for ten compounds above:
24) CCN(CC)c1ccc(/C=N/NC(=S)NC)c(O)c1
25) COC(=O)c1ccc(NC(=O)Cn2nc(C)cc2C)cc1
26) CC12CC3(C)CC(C)(C1)CC(C(=O)NCCc1ccc(S(N)(=O)=O)cc1)(C2)C3
27) O=C1CCc2cc(S(=O)(=O)N3CCC(C(=O)NCc4ccccc4Cl)CC3)ccc2N1
28) C#CCCCc1nc2ccccc2c(=O)n1N
29) O=C(O)c1ccc(Oc2c(C(F)(F)F)oc3cc(O)ccc3c2=O)cc1
30) CCn1cc(C(=O)N2CCCC(N3CCN(c4cccc(C(F)(F)F)c4)CC3)C2)cn1 (stereo not given)
31) COc1ccc2oc(=O)c(-c3nc4ccc(C)cc4[nH]3)cc2c1
32) COC(=O)[C@]1(Cc2ccccc2)N[C@H](CN(C)S(=O)(=O)c2ccc(C(C)(C)C)cc2)[C@@H]2C(=O)N(Cc3ccccc3)C(=O)[C@@H]21
33) CCCN1CCN(C(=O)c2cc3c(s2)-c2ccccc2S(=O)(=O)C3)CC1

| Screen / compound no. | 24 | 25 | 26 | 27 | 28 | 29 | 30 | 31 | 32 | 33 |
| --- | --- | --- | --- | --- | --- | --- | --- | --- | --- | --- |
| Tb PGK inh | 8% | -4% | -11% | -9% | -7% | -1% | -3% | i | -6% | x |
| POLB inh | -1% | -27% | -12% | 3% | 55% | 24% | 26% | -19% | x | 25% |
| BLM helicase inh | 0% | -6% | -5% | -1% | 1% | -1% | 1% | -2% | x | 4% |
| POLH inh | -16% | -2% | -19% | -18% | -2% | -20% | 1% | -11% | -8% | x |
| Anesthetic bind | -4% | -5% | -13% | -13% | -2% | -8% | -14% | 36%[activator] | x | 0% |
| POLK inh | 4% | -11% | 0% | 7% | 0% | -8% | 10% | -3%[60.1 µM] | 9% | x |
| APEX1 inh | 1% | 3% | 49%[activator] | 4% | 17% | 13% | 65%[activator] | x | -17% | -2% |
| RXFP1 antagonist | 0 | 0 | -16 | x | 3 | -2 | -2 | -5 | x | x |
| POLI inh | 24% | -7% | 137%[activator] | 17% | 70%[activator] | -6% | 17% | 18% | 9% | x |

New compounds follow.
#	Structure	Tb PGK inh	POLB inh	BLM helicase inh	POLH inh	Anesthetic bind
37	Cc1onc(-c2ccccc2)c1CNS(=O)(=O)c1ccccc1	i	28%	1%	-18%	4%
38	O=C(CSc1nc2[nH]ncc2c(=O)[nH]1)c1ccc(Cl)cc1	x	3%	-8%	x	-3%
39	CC(=O)c1n[nH]nc1NC(=O)c1ccccc1	-10%	4%	-5%	-3%	2%
40	COc1ccccc1C(=O)NCCC(=O)NN1C(=O)NC2(CCCCC2)C1=O	-7%	x	x	-18%	x
41	COc1ccc(CCC(=O)Nc2ccc(C)c([N+](=O)[O-])c2)cc1	-3%	20%	-12%	-1%	-13%
42	Cc1ccc(O)c(C(=O)CC(=O)c2ccccc2Cl)c1	-10%	1%	-10%	-11%	u
43	CCOC(=O)c1ccc(CNC(=O)C2CCC(=O)N(CCc3ccccc3)C2)o1 (stereo not given)	i	29%	2%	-8%	-2%
44	COc1ccc(CCNC(=O)C(=O)NCC2OCCN2S(=O)(=O)c2ccc3c(c2)OCCO3)cc1OC (stereo not given)	5%	-1%	-8%	-21%	-5%

#	POLK inh	APEX1 inh	RXFP1 antagonist	POLI inh
37	6%	5%	-11	23%
38	x	u	x	x
39	0%	8%	-16	-7%
40	-17%	2%	-11	1%
41	-6%	-6%	3	11%
42	-13%	9%	-10	18%
43	3%	55%[activator]	-3	11%
44	-25%	-2%	-11	24%
